mIDH1 inhibitor – inhibitors of human mutant IDH1 R132H; Potency, µM (highest dose often 76.6 µM), inactives show at the highest dose activity change, negative = inhibition, usual class: inhibitors; 0.093% of 390,000 active; IDH1-R132H enzyme, NADPH consumption, diaphorase/resazurin fluorescence; O75874; note: potency is the fitted concentration of half-maximal effect; % is set by controls: 0 for no effect and ±100 for the full control effect; nearly all actives have a fitted effect of over 65% in size
Target sequence (O75874 whole entry R132H, stated change not applied): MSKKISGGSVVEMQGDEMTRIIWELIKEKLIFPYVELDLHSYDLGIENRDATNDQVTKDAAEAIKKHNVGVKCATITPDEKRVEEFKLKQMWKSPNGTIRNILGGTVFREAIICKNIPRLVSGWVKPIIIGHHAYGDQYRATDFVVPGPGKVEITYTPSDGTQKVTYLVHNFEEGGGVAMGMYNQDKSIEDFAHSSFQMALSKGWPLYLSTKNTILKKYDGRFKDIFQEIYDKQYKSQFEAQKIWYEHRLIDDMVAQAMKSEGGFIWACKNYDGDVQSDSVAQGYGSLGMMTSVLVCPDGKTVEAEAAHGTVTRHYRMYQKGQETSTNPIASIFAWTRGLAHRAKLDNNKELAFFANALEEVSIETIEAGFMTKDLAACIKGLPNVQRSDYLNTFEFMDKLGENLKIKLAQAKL
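IDH1-R132H (0.5 ug/mL dispensed) in pH 7.5 Tris buffer was preincubated 30 min with compound, then given a substrate mix of 0.016 mM NADPH and 2 mM alpha-KG for 80 min at room temperature; remaining NADPH was read by diaphorase/resazurin fluorescence.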
rTrxR1 inhibitor – rat TrxR1 inhibition | 1% of 390,000 active | recombinant rTrxR1, NADPH fluorescence consumption, selenite substrate | O89049 | Potency, µM (doses to about 114 µM), without a hit: at the top dose activity change, negative = inhibition, actives largely listed as inhibitors; note: potency is the fitted concentration of half-maximal effect; % is set by controls: 0 for no effect and ±100 for the full control effect; nearly all actives have a fitted effect of over 65% in size
Target sequence (O89049 whole entry, looked up): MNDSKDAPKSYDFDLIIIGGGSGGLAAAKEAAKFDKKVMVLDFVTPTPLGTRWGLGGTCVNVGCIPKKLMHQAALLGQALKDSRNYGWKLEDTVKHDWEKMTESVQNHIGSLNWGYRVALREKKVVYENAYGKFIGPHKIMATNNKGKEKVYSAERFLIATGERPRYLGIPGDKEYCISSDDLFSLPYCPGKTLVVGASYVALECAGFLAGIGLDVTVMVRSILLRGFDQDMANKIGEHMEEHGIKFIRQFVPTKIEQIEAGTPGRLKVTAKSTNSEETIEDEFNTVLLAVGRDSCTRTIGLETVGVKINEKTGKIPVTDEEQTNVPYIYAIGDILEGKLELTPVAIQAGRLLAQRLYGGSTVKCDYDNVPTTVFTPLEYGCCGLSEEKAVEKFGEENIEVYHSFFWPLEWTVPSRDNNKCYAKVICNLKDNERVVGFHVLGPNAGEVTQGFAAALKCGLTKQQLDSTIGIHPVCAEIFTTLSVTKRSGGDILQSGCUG
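Rat TrxR1 (90 nM in the dispensed reagent) was pre-reduced with 400 uM NADPH for 5 min at room temperature, then incubated with compound for 15 min. After 400 uM selenite was added, NADPH fluorescence (Ex 340/Em 450 nm) was followed for 8 min.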
USP1 inh – inhibitors of human USP1/UAF1 deubiquitinase; Potency, µM (titrated, usually from 57.1 µM), without a hit: at the top dose activity change, negative = inhibition, actives largely listed as inhibitors; O94782; recombinant USP1/UAF1, Ub-Rhodamine cleavage fluorescence; 0.23% of 390,000 active; note: potency is the fitted concentration of half-maximal effect; % is set by controls: 0 for no effect and ±100 for the full control effect; nearly all actives have a fitted effect of over 60% in size; inactives centre near -12
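1 nM enzyme complex + cpd, 15 min RT; start with Ub-Rho 150nM final; kinetic fluorescence ex 480/em 540, 6 reads q60 s. Buffer 50mM HEPES pH 7.8, 0.5mM EDTA, 0.1 mg/ml BSA, 1mM TCEP, 0.01% Tween-20.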
PI4K2A inh – inhibitors of human PI4K2A; Q9BTU6; purified PI4K2A, ADP-Glo luminescence, 1 h; stronger effect = lower value; activity change, negative = inhibition, % at 76.9 µM; 0.13% of 420,000 active; AID 1346378; in the data active = activity change below about -50%; inconclusive = mostly about -30% to -49%;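 note: -100% = wells without enzyme as full effect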
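ADP-Glo luminescence measured ADP generated by PI4K2A enzyme (4 ug/mL before mixing) with 1.2 mM PI substrate (pre-mix) and 300 microM ATP (pre-mix). Tris pH7.5 buffer with MgCl2, Triton X-100; 1 h reaction at ambient temperature.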
PGK inhibitor – inhibitors of T. brucei phosphoglycerate kinase | P07378 | PGK/GAPDH coupled, Kinase-Glo luminescence, 60 min | Potency, µM (titrated, usually from 57.5 µM), inactives show at the highest dose activity change, negative = inhibition, most hits filed as inhibitors | 0.043% of 380,000 active | AID 602233; note: potency is the fitted concentration of half-maximal effect; % is set by controls: 0 for no effect and ±100 for the full control effect; nearly all actives have a fitted effect of over 60% in size
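Luminescent ATP detection (Kinase-Glo Plus) follows a 60-minute room-temperature incubation, with wells lacking PGK as controls. Buffer: 100 mM TEA (pH 7.6), 5 mM MgCl2, 0.01% Tween-20. Coupling enzyme GAPDH (100 nM final) supplies unstable 1,3-BPG in-well.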
HP1b chromo inh – inhibitors of HP1-beta chromodomain binding to methylated histone tails; P83916; AlphaScreen HP1-beta / biotin-H3K9me3 peptide binding; Potency, µM (highest dose often 114 µM), for the others: at the top dose activity change, negative = inhibition, actives largely listed as inhibitors; 0.56% of 390,000 active; AID 540317; note: potency is the fitted concentration of half-maximal effect; nearly all actives have a fitted effect of over 70% in size; inactives centre near 23
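HP1-beta protein (50 nM final) preincubated 30 min at room temperature with biotinylated H3(1-18)K9me3 peptide (50 nM) in PBS pH 7.4, 0.01% Tween-20, then compound added for 30 min. AlphaScreen streptavidin donor/nickel chelate acceptor beads (10 ug/mL final), 30 min dark, luminescence read.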
GLS inh – inhibitors of human glutaminase (GLS); O94925; GLS enzymatic activity, qHTS titration; Potency, µM (series often up to 45.5 µM), for the others: top-dose activity change, negative = inhibition, actives largely listed as inhibitors; 0.21% of 410,000 active; note: potency is the fitted concentration of half-maximal effect; % is set by controls: 0 for no effect and ±100 for the full control effect
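Assay buffer: 45 mM KH2PO4 pH 8.2, 0.02% Tween-20. hKGA acts on L-glutamine (1 mM solution added); product glutamate is reported by an oxidase/peroxidase Amplex Red coupling, with fluorescence taken at baseline and 30 min.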
TrxR1 substrate – substrates of rat thioredoxin reductase 1 | O89049 | purified TrxR1 substrate turnover, NADPH consumption readout | Potency, µM (series often up to 114 µM), without a hit: at the top dose activity change, negative = substrate turnover | 0.01% of 390,000 active | AID 588456; note: potency is the fitted concentration of half-maximal effect; % is set by controls: 0 for no effect and ±100 for the full control effect; nearly all actives have a fitted effect of over 50% in size
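Rat TrxR1, dispensed at 90 nM, was prereduced with 400 uM NADPH (final) for 5 min at ~22 deg C, then incubated with compound 15 min before 400 uM selenite. A first-read NADPH fluorescence drop versus no-compound background flagged substrates.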
Pin1 inhibitor – human Pin1 inhibition; Q13526; Pin1 FP peptide displacement, HiFluor488, 10 min; Potency, µM (series often up to 115 µM), for the others: at the top dose activity, negative = inhibition, hits mostly inhibitors; 0.009% of 390,000 active; AID 504891; active = well fitted inhibition curve with a large enough effect in the polarisation, with a control signal flat, not every such curve was filed as active; inconclusive = small, poorly fitted or top-dose-only effect, or effect the other way, or a change in a side signal; inactive = no such curve, though single readings can be large or run the other way; the % refers to the polarisation; note: potency is the fitted concentration of half-maximal effect; % is set by controls: 0 for no effect and ±100 for the full control effect
Target sequence (Q13526 whole entry, looked up): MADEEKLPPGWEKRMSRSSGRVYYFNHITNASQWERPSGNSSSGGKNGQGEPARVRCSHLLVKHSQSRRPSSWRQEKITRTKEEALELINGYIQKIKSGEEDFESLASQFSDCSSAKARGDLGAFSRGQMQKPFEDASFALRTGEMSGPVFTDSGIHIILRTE
The depositor's hits bear a star; i = inactive; ? = inconclusive; · = not tested or not shown; & = joins results of further samples; [ ] = another dose, or the depositor's remark. Unless noted, calls come from the whole dose curve; as a rule, active = well fitted curve in the direction sought with a large enough effect; inconclusive = small, poorly fitted or top-dose-only effect, or another doubt; inactive = no such curve, though single readings can be large; an effect the other way counts as inactive or inconclusive. Not all compounds are listed, so the mix of outcomes need not match the whole.

#	Structure	mIDH1 inhibitor	rTrxR1 inhibitor	USP1 inh	PI4K2A inh	PGK inhibitor	HP1b chromo inh	GLS inh	TrxR1 substrate	Pin1 inhibitor
1	COc1ccc(/C=C/C(=O)OCC(=O)NCc2ccco2)c(OC)c1	0.0%	-13.5%	-19.1%	-0.4	-6.6%	26.4%	-8.6%	-6.2%	-1.0%
2	COc1ccc(-c2nnc(NC(=O)C(C)C)s2)c(OC)c1	-4.5%	40.8%[activator][57.1 µM]	0.7%	5.1	-8.0%	27.2%	-4.2%	17.3%[57.1 µM]	?
3	Cc1ccccc1N(CC(=O)Nc1ccccc1C(=O)O)S(C)(=O)=O	9.9%	-6.4%	-4.8%	-1.4	i	16.9%	0.0%	-4.2%	-3.4%
4	COc1ccccc1CNc1ccc(-c2nc(-c3cccc(C)c3)no2)cc1[N+](=O)[O-]	6.2%	-9.9%	-19.9%	-3.3	i	44.8%[activator]	3.9%	-3.8%	-0.7%
5	CCCCCC(=O)NC(=S)Nc1ccc(NC(=O)c2ccco2)cc1	-16.4%	?	-2.7%	3.6	5.1%	31.2%	-6.7%	2.4%	-1.5%
6	c1cc2c(cc1C1=NNC(=NC3CC3)SC1)OCCO2	5.1%	10.6%	-0.2%	?	12.6µM*	-9.0%	-7.5%	-7.2%	8.9%
7	O=S(Cc1ccccc1)Cc1ccccc1	6.0%	11.0%	-17.8%	4.8	-0.4%	36.7%	1.0%	4.7%	2.4%
8	CCC(=O)N1CCc2cc(S(=O)(=O)NCCC(=O)NCc3ccccc3Cl)ccc21	-3.0%&24.1%	6.3%&3.6%	-24.8%&7.0%	-0.9&3.8	-2.3%&-6.8%	45.6%&49.2%[activator]	-4.1%&-0.6%	1.1%&0.8%	1.0%&-3.6%
9	Cc1ccc(C(=O)NCCCNC(=O)COc2ccc(C)c(C)c2)cn1	12.8%	6.3%	-3.0%	3.0	-3.4%	5.2%	-4.4%	-1.9%	-12.8%
10	CCCCN(C(=O)CCNC(=O)NC12CC3CC(CC(C3)C1)C2)c1c(N)n(CCCC)c(=O)[nH]c1=O	5.8%	7.3%	-14.0%	-2.1	-0.8%	16.9%	-7.0%	-5.1%	-2.9%
11	CCOC(=O)NC(=O)/C(C#N)=N/Nc1ccc(F)cc1	-1.0%	-20.9%	-7.4%	-0.2	4.3%	7.9%	2.0%	-15.4%	1.1%
12	CC(C)NC(=O)N(C)C[C@H]1Oc2c(NC(=O)Cc3ccccc3)cccc2C(=O)N([C@H](C)CO)C[C@@H]1C	-3.4%	-20.5%	20.2%	-3.3	0.3%	1.5%	2.9%	-14.3%	-1.3%
13	Cc1ccc2[nH]c(C(=O)Nc3ccccc3)cc2c1	0.0%	-11.9%	2.4%	1.0	-5.0%	42.6%[activator]	2.6%	-4.3%	26.3%
14	COC(=O)Nc1ccc(SCC(=O)c2ccccc2)cc1	-0.3%	9.4%	-11.3%	-7.9	4.1%	37.5%	17.8%	-2.9%	-9.6%
15	O=C(O)c1cccnc1NC1CCCC1	9.3%	15.1%	-23.5%	-1.8	-9.9%	7.0%	-1.0%	9.0%	-23.8%
16	COc1ccc2nc(SC(C)C(=O)NCC(=O)Nc3ccc(F)c(F)c3F)[nH]c2c1 (configuration not stated)	7.0%	-3.2%	-19.6%	-1.2	i	9.1%	0.8%	-4.6%	-3.9%
17	CCCCNC(=O)NS(=O)(=O)c1ccc(NC(=O)CCC(=O)c2cccs2)cc1	0.0%	-15.1%	-4.9%	0.5	-8.2%	6.6%	1.6%	11.5%	8.1%
18	COc1ccc(CCNC(=O)CSc2nc(-c3ccc(F)cc3)cc(C(F)(F)F)n2)cc1OC	5.5%	6.6%	-20.9%	2.5	-1.0%	21.8%	-0.8%	-3.2%	-6.4%
19	COc1ccc(N=C(C)C2=C(O)c3ccccc3C2=O)cc1	11.5%	4.9%	-12.9%	-8.3	i	7.0%	-3.9%	-7.6%	2.3%
20	Nc1nc(SCC(=O)O)[nH]c(=O)c1NC(=O)c1ccccc1F	5.1%	8.7%[57.1 µM]	3.8%	-1.8	11.3%	18.5%	0.0%	7.7%[57.1 µM]	-10.9%
21	COc1cccc(NS(=O)(=O)c2cc3[nH]c(=O)c(=O)[nH]c3cc2C)c1	-2.1%	9.3%	-16.9%	-0.8	-2.2%	27.7%	3.1%	1.3%	-3.9%
22	C=CCC(C=C)[N+]1(CC(=O)OC)CCCCC1 (configuration not stated)	-2.8%	5.6%[57.1 µM]	-12.9%	-0.1	-8.8%	-0.7%	1.9%	-2.3%[57.1 µM]	-4.6%
23	Cc1cc(NC(=O)COC(=O)CCS(=O)(=O)c2ccc(C)c(C)c2)no1	2.7%	-16.7%	-1.3%	0.4	-3.5%	16.1%	-7.9%	12.8%[57.1 µM]	-1.6%
24	Fc1ccccc1CSc1nnc(-c2cccnc2)o1	7.4%	12.3%	-20.6%	0.5	-3.0%	29.7%	-0.3%	1.0%	3.0%
25	COCCN(CCOC)C(=S)Nc1ccccc1	-7.9%	-2.8%	-13.2%	0.2	-16.6%	7.0%	6.6%	2.9%	0.3%
26	CN(CC(=O)Nc1ccccc1C(F)(F)F)C(=O)c1cc(-c2cccs2)nn1-c1ccccc1	0.0%	8.1%	-28.1%	2.3	-0.2%	12.4%	-7.0%	1.3%	6.9%
27	CC1=CC(C)C2C(=O)N(c3ccccc3)NC(=O)C2C1 (configuration not stated)	19.1%	-1.2%[57.1 µM]	-5.4%	10.6	0.5%	16.7%	-2.8%	6.8%[57.1 µM]	-0.1%
28	CCOC(=O)C1=C(CN(C)Cc2ccccc2)NC(=O)NC1c1ccc(OC)cc1 (configuration not stated)	-10.0%	7.5%	-17.2%	0.3	-7.7%	16.5%	7.2%	-7.1%	-2.4%
29	CCSc1nnc2n1C(C)(C)Cc1ccccc1-2	1.6%	7.5%[57.1 µM]	?	-2.6	-8.0%	36.9%	2.8%	8.8%[57.1 µM]	-2.0%
30	Nc1nccc(SCc2ccccc2)n1	1.7%	-8.2%	-11.8%	1.4	0.9%	38.7%	-0.5%	-2.6%	-4.7%
31	Cc1ccc(N2CCN(S(=O)(=O)c3nnc(NC(=O)c4ccco4)s3)CC2)cc1	7.1%	?	-21.9%	-9.2	-9.4%	41.6%[activator]	4.5%	-11.7%[57.1 µM]	3.8%
32	COc1ccc(CCNc2cc(C)nc(N)n2)cc1OC	0.7%	11.4%	-16.3%	-2.2	-8.8%	7.5%	0.4%	-1.7%	-1.1%
33	CCN(CC(=O)Nc1c(F)cccc1F)C(=O)CSCC(=O)Nc1cc(C)on1	0.6%	-3.9%	-20.5%	1.0	-5.4%	24.2%	-4.7%	-10.0%	-10.6%
34	Cc1cc(=O)oc2c3c(cc(OCC(=O)NC(Cc4ccc(Cl)cc4)C(=O)O)c12)OC(C)(C)CC3 (configuration not stated)	-5.9%	?	-27.8%	-4.8	-0.1%	21.6%	?	437.9%[activator]	0.1%
35	Cc1cc(Cl)ccc1Oc1ncc(CN2CCN(c3ccccc3)CC2)s1	2.1%	3.2%	-12.7%	8.3	-2.9%	17.7%	12.0%	1.2%	2.0%
36	C/C(=N/OC(=O)c1cccc(Cl)c1)c1nccs1	15.1%	9.8%	-24.6%	-3.9	-6.5%	45.4%[activator]	·	1.6%	-10.0%
37	CC(C)(C)c1nc2ccccc2c2nnc(SCC(=O)Nc3nc4ccccc4s3)n12	2.9%	7.5%	-13.7%	1.6	·	19.5%	-25.4%	5.5%	38.8%[activator]
38	CC(NCc1cccn1C)c1ccccc1 (configuration not stated)	2.7%	-9.5%[57.1 µM]	-10.8%	2.7	9.5%	9.2%	-6.2%	8.1%[57.1 µM]	-3.1%
39	COc1ccc(-n2cnnc2SCC(=O)c2cc(C)n(Cc3cccs3)c2C)cc1	-5.1%	-4.6%	-15.8%	0.5	1.0%	2.5%	2.7%	-3.5%	179.9%[activator]
40	CCOc1ccc(CCNC(=O)CCc2nc3ccccc3[nH]2)cc1OCC	12.8%	27.5%	-12.3%	-3.5	-4.3%	30.6%	0.3%	3.3%	-0.8%
41	COc1cc2c(cc1OC)C(COc1cc(C)cc(C)c1)N(C(=O)COc1ccccc1)CC2 (configuration not stated)	8.5%	7.5%[57.1 µM]	?	-7.0	-6.7%	9.0%	1.7%	-4.3%[57.1 µM]	30.1%[activator]
42	CCN(CC)S(=O)(=O)c1ccc(OC)c(NC(=O)CC2CCCC2)c1	-1.7%	27.4%[57.1 µM]	-20.9%	-0.6	-1.7%	15.7%	-9.7%	6.3%[57.1 µM]	1.8%
43	CC(CN1CCOCC1)OC(=O)CCc1ccccc1 (configuration not stated)	0.0%	23.3%	-28.7%	0.5	i	27.0%	-4.2%	5.6%	-12.8%
44	CC1(C)CN=C(N(C(=O)Nc2ccccc2)c2ccccc2F)S1	2.9%	14.7%[57.1 µM]	-19.7%	4.2	3.0%	63.4%[activator]	10.0%	4.9%[57.1 µM]	6.0%
45	COc1ccc(CN2C(=O)C(CC(C)C)Nc3ncnc(N4CCOCC4)c32)cc1 (configuration not stated)	14.4%	-2.3%	-18.6%	-0.8	-2.3%	38.3%[activator]	-8.3%	0.4%	3.6%

Bioassay records deposited in PubChem by National Center for Advancing Translational Sciences (NCATS).
